H1N1 NS1A inhibition – H1N1 influenza NS1A inhibitors, functional cell based assay (AID 504329). NS1A functional cell-based assay, percent inhibition; higher % means a stronger effect. one-dose inhibition, % at 12.5 µM; IC50 in µM for titrated hits. hit rate 0.3% among 340,000; in the data active means a potency from the dose series; inconclusive means inhibition above about 27% without an active follow-up result; further: strong numbers were not always called active
PhoP GFP inhibition – PhoP regulon inhibitors, Salmonella typhi PhoP promoter GFP reporter, confirmatory (AID 1850). Salmonella Typhi PhoP-promoter GFP reporter, fluorescence, 4 h; higher % means a stronger effect. hit rate 0.33% among 310,000. inhibition, % at 50 µM; hits with a dose series show IC50 in µM; in the data active means a potency from the dose series; inconclusive means inhibition mostly from about 25% at the one dose, without a potency; inactive means the rest, 99 in 100 with inhibition below about 19%;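 further: 0% = induced wells with vehicle and 100% = uninduced wells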
H37Rv inhibition – M. tuberculosis growth inhibition, HTS (AID 449762); M. tuberculosis H37Rv growth inhibition, 7H9 media; higher % means a stronger effect; one-dose inhibition, % at 25 µM; IC50 in µM for titrated hits; hit rate 0.59% among 330,000; in the data active means a potency from the dose series; inconclusive means inhibition above about 70% without an active follow-up result;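 further: bacterial growth assessed after seven days of incubation; strong numbers were not always called active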
M. tuberculosis – growth inhibition of non-replicating M. tuberculosis (AID 488890) | Mycobacterium tuberculosis non-replicating, growth inhibition; higher % means a stronger effect | one-dose inhibition, % at 25 µM; IC50 in µM for titrated hits | hit rate 0.39% among 320,000; in the data active means a potency from the dose series; inconclusive means inhibition mostly from about 82% at the one dose, without a potency; inactive means the rest, 99 in 100 with inhibition below about 76%;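 further: plate controls were DMSO cells for no effect and high antibiotic wells for full effect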
VEEV TC-83 Vero – inhibitors of VEEV TC-83 cytopathic effect, confirmation, Vero cells (AID 588727). Vero cells, VEEV TC-83 cytopathic effect inhibition; higher % means a stronger effect. inhibition, % at 20 µM; hits with a dose series show IC50 in µM. hit rate 0.13% among 350,000; in the data active means a potency from the dose series; inconclusive means inhibition mostly from about 14% at the one dose, without a potency; inactive means the rest, 99 in 100 with inhibition below about 12%; further: strong numbers were not always called active
VEEV TC-83 Vero 10K pilot screen – second read-out of VEEV TC-83 Vero, no call of its own (marks repeat the call); inhibition, %; measured here: 10K pilot screen inhibition
Numbers without * were called inactive; i = inactive; u = inconclusive; x = no result given.

SMILES	H1N1 NS1A inhibition	PhoP GFP inhibition	H37Rv inhibition	M. tuberculosis	VEEV TC-83 Vero	others
CC(C)(C)OC(=O)NCCCC[C@H](NC(=O)c1nc[nH]c1C(=O)NCc1ccc(CNC(=O)OC(C)(C)C)cc1)C(=O)OC(C)(C)C	-7%	1%	-6%	32%	4.5%
Cc1ccc(N(Cc2cc(=O)[nH]c3ccccc23)C(=O)C(C)C)c(C)c1	5%	-9%	1%	9%	1.0%
Cn1nnnc1SC(C(=O)Nc1cccc(C(F)(F)F)c1)c1ccccc1 (stereo unspecified)	-7%	5%	1%	5%	1.2%
CC(C)(C)C1=CC(=O)C(N2CCOCC2)=CC1=O	>100µM*	-7%	2%	32%	1.0%
COc1ccc(N2CC(C(=O)N(C)CC(=O)Nc3ccc(Cl)c(C(F)(F)F)c3)CC2=O)c(OC)c1 (stereo unspecified)	9%	3%	28%	23%	5.2%
CC(OC(=O)CCCSc1nc2ccccc2s1)C(=O)NC(N)=O (stereo unspecified)	-2%	12%	-4%	69%	1.4%
CCN(CC)c1ccc(/C=C2\C(=O)N(c3nnc(C)c(=O)[nH]3)N=C2C)cc1	13µM*	-1%	2%	-7%	5.4%
COc1cccc(N(CC(=O)NCC2CCCO2)C(=O)CNS(=O)(=O)c2ccccc2)c1 (stereo unspecified)	2%	4%	-7%	-18%	0.1%
c1ccn2cc(-c3ccc4c(c3)OCO4)cc2c1	6%	14%	-1%	15%	1.4%
CCc1ccc(NC(=O)CSc2nc(O)cc(=O)n2C2CCCC2)cc1	-7%	-7%	10%	x	i
O=C(N/N=C\c1ccncc1)c1ccccc1O	2%	-1%	8%	20%	0.5%
Cc1cc(S(=O)(=O)N2CCCC(C)C2)ccc1-n1cnnn1 (stereo unspecified)	3%	2%	-2%	-4%	0.7%
CC(C)n1c(=S)[nH]c2cc(Cl)ccc21	12%	10%	5%	9%	0.8%
N#CCSc1ccsc1C(=O)Nc1ccc(F)cc1	-9%	2%	-4%	23%	3.8%
CCN(CC(=O)Nc1c(F)cccc1F)C(=O)c1cccc(S(=O)(=O)N(C)c2ccccc2)c1	-12%	-1%	4%	8%	6.6%
COc1cc2c(cc1OC)C(C)N(Cc1ccc3c(c1)OCO3)CC2 (stereo unspecified)	-3%	3%	-9%	-5%	i
CCCN(CCO)Cc1ccc(F)c(Br)c1	-10%	1%	-5%	-7%	0.1%
Cc1cc(Cl)c(S(=O)(=O)NC(C)C)cc1OCC(N)=O	-3%	-9%	6%	-1%	1.4%
O=C(O)CC(SCC(=O)Nc1ccc(Br)cc1)C(=O)O (stereo unspecified)	0%	-1%	-6%	0%	1.3%
COc1ccc(NC(=O)Cn2nnc(C(=O)NCCc3ccc(OC)c(OC)c3)c2N)cc1	14%	-6%	-9%	-8%	1.6%
C=CCC[C@@H](Cc1ccc(F)cc1)C(=O)OCCNC(=O)[C@@H](CC=C)CC(=O)N[C@H](CO)Cc1ccccc1	5%	x	-5%	41%	1.0%
CNc1ccn(C2CCCO2)c(=O)n1 (stereo unspecified)	-3%	-5%	-3%	-2%	i
COc1ccc(/C=N/NC(=O)c2cc(-c3ccc(C)cc3C)nc3ccccc23)cc1COC(C)=O	-2%	11%	1%	10%	9.6%
CCOC(=O)c1c(C)c(C(=O)N2CCCCCC2)c(C)n1CC	-1%	4%	3%	9%	0.6%
CCc1ccc(C(=O)COC(=O)CNC(=O)CNS(=O)(=O)c2ccccc2)cc1	-2%	-4%	-4%	8%	1.1%

Among those listed so far, 9 have a halogen.
SMILES	H1N1 NS1A inhibition	PhoP GFP inhibition	H37Rv inhibition	M. tuberculosis	VEEV TC-83 Vero	others
Cn1nnnc1SC(C(=O)Nc1cccc(C(F)(F)F)c1)c1ccccc1 (stereo unspecified)	-7%	5%	1%	5%	1.2%
COc1ccc(N2CC(C(=O)N(C)CC(=O)Nc3ccc(Cl)c(C(F)(F)F)c3)CC2=O)c(OC)c1 (stereo unspecified)	9%	3%	28%	23%	5.2%
CC(C)n1c(=S)[nH]c2cc(Cl)ccc21	12%	10%	5%	9%	0.8%
N#CCSc1ccsc1C(=O)Nc1ccc(F)cc1	-9%	2%	-4%	23%	3.8%
CCN(CC(=O)Nc1c(F)cccc1F)C(=O)c1cccc(S(=O)(=O)N(C)c2ccccc2)c1	-12%	-1%	4%	8%	6.6%
CCCN(CCO)Cc1ccc(F)c(Br)c1	-10%	1%	-5%	-7%	0.1%
Cc1cc(Cl)c(S(=O)(=O)NC(C)C)cc1OCC(N)=O	-3%	-9%	6%	-1%	1.4%
O=C(O)CC(SCC(=O)Nc1ccc(Br)cc1)C(=O)O (stereo unspecified)	0%	-1%	-6%	0%	1.3%
C=CCC[C@@H](Cc1ccc(F)cc1)C(=O)OCCNC(=O)[C@@H](CC=C)CC(=O)N[C@H](CO)Cc1ccccc1	5%	x	-5%	41%	1.0%

More structures follow:
SMILES	H1N1 NS1A inhibition	PhoP GFP inhibition	H37Rv inhibition	M. tuberculosis	VEEV TC-83 Vero	others
C=CCN1C(=O)NC(=O)C(Cc2ccc(OC)c(OC)c2)C1=O (stereo unspecified)	1%	-2%	-5%	2%	2.3%
COC(=O)Cc1cc(=O)[nH]c(/N=C(\N)Nc2ccc(C)cc2)n1	7%	-4%	7%	13%	0.1%
CN(C)CCCNC(=S)N1CCN(c2nc(-c3ccccc3)cs2)CC1	14%	2%	10%	62%	3.9%
O=C(CCC(=O)N1CCOc2ccccc21)NCCCN1CCOCC1	2%	-1%	-2%	-12%	0.8%
COCCNC(=O)/C(C#N)=C\c1ccc(CNS(=O)(=O)c2ccccc2)o1	3%	-1%	2%	-6%	1.1%
CNC(=O)C1CC(=O)N(Cc2ccccc2)C(=Nc2ccc(OC)cc2)S1 (stereo unspecified)	-3%	5%	-23%	-6%	2.6%	VEEV TC-83 Vero 10K pilot screen=1.2
CC(=O)N1CCc2ccc(S(=O)(=O)N3CCN(C)CC3)cc21	-1%	-7%	-1%	2%	0.5%
NC(=O)CSc1nc(C2CC2)nc2sc3c(c12)CCCC3	0%	1%	-4%	-14%	i
Cc1ccc(C)n1NC(=O)c1ccc(Cl)cc1Cl	5%	6%	46%	3%	0.3%	VEEV TC-83 Vero 10K pilot screen=1.4
Cc1ccc2c(Cl)cc(Cl)c(OCC(=O)NC3CCS(=O)(=O)C3)c2n1 (stereo unspecified)	-5%	-7%	68%	u	6.6%
CC(=O)N1CCN(S(=O)(=O)c2cccc(C(=O)Nc3ccccc3N3CCOCC3)c2)CC1	1%	2%	-4%	-3%	1.2%
O=S(=O)(c1cccc(F)c1)N1CCc2sccc2C1c1ccc(OC(F)(F)F)cc1 (stereo unspecified)	x	7%	0%	-1%	0.5%
Cc1ccc(Nc2nc(C(=O)NCCCN3CCOCC3)cs2)cc1	5%	8%	-14%	-2%	4.2%
CCN(CC(=O)NCc1ccc(F)cc1)C(=O)/C=C/c1ccc(S(=O)(=O)N(CC)CC)cc1	-1%	16%	10%	0%	4.0%
CC(C)(C)CC(=O)Nc1cc2c3c(c1)CCC(=O)N3CCC2	-4%	0%	1%	-17%	1.7%
Cc1nnc(SCC(=O)Nc2sccc2C#N)s1	-1%	13%	11%	-4%	0.9%
O=C(COC(=O)Cc1ccccc1F)NCCNC(=O)COC(=O)Cc1ccccc1F	-8%	-4%	6%	4%	3.5%
CC(C)OC(=O)c1c(N)n(Cc2ccco2)c2nc3ccccc3nc12	1%	0%	4%	25%	1.3%
NC(=O)C1CCN(c2ncnc3c2c(-c2ccccc2)cn3-c2ccccc2)CC1	12%	17%	-6%	24%	9.7%
Oc1c(Cl)cc(Cl)cc1/C=C/c1ccc2cccc(O)c2n1	-12%	-11%	u	u	i
Cc1ccc(S(=O)(=O)N2CCOCC2)cc1NC(=O)COC(=O)CCC(=O)c1cccs1	17%	0%	-4%	1%	3.1%
O=C(OC1CCOC1=O)c1cncc(Br)c1 (stereo unspecified)	22%	-5%	-1%	-5%	2.7%	VEEV TC-83 Vero 10K pilot screen=0.5
Cc1cc(C)c(S(=O)(=O)NCCCn2ccnc2)cc1C	17%	-10%	-29%	3%	i
O=C(COc1ccc(Cl)cc1Cl)OCC(=O)c1ccc[nH]1	-3%	x	34%	u	1.4%
Cc1ccc2c(c1)C1CCCC3C1N2CC(=O)N3Cc1ccccc1 (stereo unspecified)	x	0%	-2%	25%	x
Other structures
SMILES	H1N1 NS1A inhibition	PhoP GFP inhibition	H37Rv inhibition	M. tuberculosis	VEEV TC-83 Vero	others
O=C(COC(=O)C1=COCCO1)NCc1ccc(Cl)cc1	-8%	-9%	15µM*	-4%	0.7%
O=C(O)c1cc(NS(=O)(=O)c2ccc(F)cc2)cc(NS(=O)(=O)c2ccc(F)cc2)c1	-10%	x	-3%	6%	0.7%
CN(CCc1ccccn1)Cc1ccc(Cl)cc1	-3%	-1%	-7%	10%	i
Cc1nn(C)c(C)c1S(=O)(=O)NC1CCCc2ccccc21 (stereo unspecified)	-11%	-4%	-1%	1%	1.2%
CC1CC(N(C(=O)c2ccc(Cl)cc2)c2ccccc2)c2ccccc2N1C(=O)c1ccco1 (stereo unspecified)	0%	-3%	4%	47%	27%
COc1ccc(C)cc1S(=O)(=O)Nc1cc2c3c(c1)CCC(=O)N3CCC2	0%	5%	-8%	-17%	6.1%
COc1ccccc1C(=O)NC(=O)COC(=O)c1cccc(OC(F)F)c1	-2%	-2%	-7%	-7%	0.7%
CC(OC(=O)C1CC(=O)N(Cc2ccco2)C1)C(=O)Nc1cccc(C#N)c1 (stereo unspecified)	-12%	x	x	x	1.6%
Cc1nn(C)cc1C(C)NC(=O)c1cc(COc2c(F)cccc2F)on1 (stereo unspecified)	8%	0%	-7%	-17%	0.7%
O=C1NCCCC1C(=O)N/N=C/c1ccccc1O (stereo unspecified)	2%	-7%	1%	-30%	i	VEEV TC-83 Vero 10K pilot screen=0.6
O=C(NCCCCc1ccccc1)c1cccc(NC(=O)C2CCCCC2)c1	5%	x	x	x	2.8%
Cc1c(O)ccc(C(=O)COc2ccc(F)cc2)c1O	5%	4%	-3%	-2%	6.9%
CCSc1ccc(C(=O)Nc2cccc(C)n2)cc1[N+](=O)[O-]	-4%	-12%	11%	-17%	0.7%
O=C(Nc1cccnc1)c1cc(-c2ccc(Br)cc2)on1	2%	x	-4%	x	0.7%
CC(C)OCCCNC(=O)c1c(N)n(CC2CCCO2)c2nc3ccccc3nc12 (stereo unspecified)	-22%	-7%	4%	23%	8.5%
CCOc1ccc(Br)cc1C(=O)N/N=C/c1cccnc1	-19%	3%	6%	4%	1.4%
CN1CCC(N(C)S(=O)(=O)c2ccc(Cl)cc2)CC1	13%	-4%	1%	-19%	i
O=C(Nc1ccc(CN2CCOCC2)cc1)c1cc(Br)ccc1Cl	22%	5%	4%	19%	0.2%

Some of these compounds in order of number of heavy atoms, smallest number first:
SMILES	H1N1 NS1A inhibition	PhoP GFP inhibition	H37Rv inhibition	M. tuberculosis	VEEV TC-83 Vero	others
CN(CCc1ccccn1)Cc1ccc(Cl)cc1	-3%	-1%	-7%	10%	i
O=C1NCCCC1C(=O)N/N=C/c1ccccc1O (stereo unspecified)	2%	-7%	1%	-30%	i	VEEV TC-83 Vero 10K pilot screen=0.6
CCOc1ccc(Br)cc1C(=O)N/N=C/c1cccnc1	-19%	3%	6%	4%	1.4%
Cc1nn(C)c(C)c1S(=O)(=O)NC1CCCc2ccccc21 (stereo unspecified)	-11%	-4%	-1%	1%	1.2%
COc1ccc(C)cc1S(=O)(=O)Nc1cc2c3c(c1)CCC(=O)N3CCC2	0%	5%	-8%	-17%	6.1%
CC1CC(N(C(=O)c2ccc(Cl)cc2)c2ccccc2)c2ccccc2N1C(=O)c1ccco1 (stereo unspecified)	0%	-3%	4%	47%	27%

Screening data (PubChem BioAssay)
